Bioassay records: PubChem BioAssay, NMMLSC
VLA-4 inh – inhibition in human VLA-4 binding assay, primary screen, VLA-4 allosteric modulator project, MLPCN library, flow cytometry, VLA-4 expressing cells; inhibition, % (about 7 µM as worked out from the volumes in the protocol); hit rate 0.2% among 330,000; ligand binding flow cytometry; Integrin alpha-4 (Homo sapiens), P13612; in the data active = inhibition above about 50%
GRK2 aptamer HTS – compounds blocking aptamer binding on GRK2 – biochemical, human GRK2, bead flow cytometry, HTS, primary screen | Beta-adrenergic receptor kinase 1 (Homo sapiens), P25098 | FAM-aptamer displacement from GRK2 | inhibition of aptamer binding, % at 10 µM | hit rate 0.59% among 330,000;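 active = inhibition of aptamer binding above 40%, roughly 3 SD of noise, on plates passing a quality check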;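 also: median bead fluorescence of bound FAM aptamer so fluorescent compounds give negative values; no value below 0 was filed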
Target sequence (P25098 whole entry, looked up): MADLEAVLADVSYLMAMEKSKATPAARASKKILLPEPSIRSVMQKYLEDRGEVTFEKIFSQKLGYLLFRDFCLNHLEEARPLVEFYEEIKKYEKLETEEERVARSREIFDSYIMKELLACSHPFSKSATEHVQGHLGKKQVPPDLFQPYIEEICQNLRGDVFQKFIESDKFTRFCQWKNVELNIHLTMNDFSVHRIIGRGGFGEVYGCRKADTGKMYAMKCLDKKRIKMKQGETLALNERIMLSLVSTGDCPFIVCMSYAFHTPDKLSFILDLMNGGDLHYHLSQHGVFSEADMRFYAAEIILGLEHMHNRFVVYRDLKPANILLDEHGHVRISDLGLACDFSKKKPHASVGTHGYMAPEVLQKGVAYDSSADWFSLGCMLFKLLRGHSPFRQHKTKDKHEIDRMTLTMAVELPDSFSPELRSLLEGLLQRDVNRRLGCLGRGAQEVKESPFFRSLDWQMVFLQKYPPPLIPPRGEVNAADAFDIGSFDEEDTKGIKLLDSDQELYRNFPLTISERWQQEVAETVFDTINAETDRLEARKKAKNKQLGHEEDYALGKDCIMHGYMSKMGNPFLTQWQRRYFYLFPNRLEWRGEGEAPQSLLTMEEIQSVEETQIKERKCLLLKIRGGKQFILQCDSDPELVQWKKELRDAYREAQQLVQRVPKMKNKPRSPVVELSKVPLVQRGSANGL
MEP2-GFP yeast – modulators of MEP2-GFP levels in yeast, primary screen, S. cerevisiae, multiplex flow cytometry, MLPCN library; S. cerevisiae MEP2-GFP strain, 3 h; 100% = DMSO control level; GFP response vs DMSO, % at 10 µM; hit rate 0.51% among 330,000; AID 2016, 2009;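 active = GFP response versus DMSO above a set limit, roughly screen mean plus 3 SD, cut at about 180% in these data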;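 also: median GFP fluorescence of the barcode-gated MEP2-GFP cells per well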
CR mimetic SO – reduction of superoxide in aged yeast, primary screen, HTS | S. cerevisiae aged cells, superoxide DHE fluorescence; active compounds read low | superoxide response (% of plate mean), % at 10 µM | hit rate 0.18% among 330,000 | AID 2690, 2010;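 active = superoxide response under a set limit, about three screen SD below normal, cut at about 65% in these data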;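 also: yeast aged for seven days with compound at 30 °C before DHE staining; 100% = average MFI of all compound-treated wells on the plate with controls excluded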
RPL19A TOR yeast – RPL19A-GFP expression modulators in yeast, primary screen, cell-based, S. cerevisiae, multiplex flow cytometry, MLPCN; percent response vs DMSO, % at 10 µM; AID 2025, 2009; S. cerevisiae RPL19A-GFP strain, 3 h; active compounds read low; hit rate 0.3% among 330,000;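 active = percent response vs DMSO below 50%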;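 also: median channel GFP fluorescence of the barcoded RPL19A-GFP strain; ratio of sample median GFP to plate DMSO average so 100% = DMSO; lower means less RPL19A-GFP as with rapamycin TOR inhibition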
CIT2-GFP yeast – modulators of CIT2-GFP expression in yeast, primary screen, S. cerevisiae, GFP fusion, multiplex flow cytometry, MLPCN library | S. cerevisiae CIT2-GFP strain, 3 h; 100 means same as DMSO wells | GFP response vs DMSO, % at 10 µM | hit rate 0.065% among 320,000 | AID 2029, 2009;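 active = GFP response relative to DMSO above a set limit, near the screen mean plus 3 SD, cut at about 150% in these data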;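 also: ratio of well median GFP fluorescence to mean of DMSO wells on the plate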
LAP4 TOR yeast – modulators of LAP4-GFP expression in yeast, primary screen, S. cerevisiae, multiplex flow cytometry, MLPCN library; 3 h; median GFP as percent of DMSO wells; GFP response vs DMSO, % at 10 µM; hit rate 0.34% among 320,000;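 active = GFP response vs DMSO above a set limit, about the screen mean plus 3 SD, cut at about 150% in these data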
AGP1-GFP MLPCN – modulators of AGP1-GFP expression in yeast TOR pathway, primary screen, cell-based, multiplex flow cytometry, S. cerevisiae, MLPCN library; 3 h; GFP as percent of DMSO wells; GFP response vs DMSO, % at 10 µM; hit rate 0.02% among 320,000;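 active = GFP response relative to DMSO above a set limit, near screen average plus 3 SD, cut at about 150% in these data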;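 also: median GFP channel fluorescence of the gated AGP1 strain per well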
* hit, by the source's call; nt = no result given. No enrichment for hits; 1.7% or so of the library scored in one or more.

Compound,LAP4 TOR yeast,RPL19A TOR yeast,CIT2-GFP yeast,GRK2 aptamer HTS,CR mimetic SO,MEP2-GFP yeast,VLA-4 inh,AGP1-GFP MLPCN
COc1ccccc1C(=O)Nc1nnc(-c2ccc(F)cc2)o1,103,100,90,0,102,90,5,99
Cc1ccc(C(=O)ONc2ccc(N=O)cc2)cc1,113,95,83,0,79,92,6,97
O=P(Cc1cccc[n+]1[O-])(c1ccccc1)c1ccccc1,102,102,100,7,94,106,15,105
COc1ccc(/C(N)=N/OC(=O)CSc2ccccc2)cc1OC,105,102,94,0,90,103,7,97
C=CCn1c(SCc2c(C)noc2C)nc2sc3c(c2c1=O)CCCC3,96,96,81,0,111,97,-4,88
O=C(CN(C(=O)c1csnn1)c1cccc(F)c1)NCc1ccc2c(c1)OCO2,98,100,105,1,105,86,5,102
COc1ccccc1CNC(=O)C(NC(=O)c1ccc(C)cc1)C(C)C (stereo unspecified),96,95,103,0,106,102,0,99
Cc1ccc(C(=O)Nc2ccc(S(=O)(=O)Nc3ncccn3)cc2)cc1[N+](=O)[O-],91,100,98,1,91,100,0,94
OC(COc1ccc(Br)cc1)CN1CCCC1 (stereo unspecified),98,101,105,0,110,106,9,101
CCN(CC(=O)Nc1cccc(OC)c1)C(=O)c1ccco1,96,97,96,0,107,103,7,97
CC(Sc1nncs1)C(=O)Nc1ccc(S(=O)(=O)Nc2ncccn2)cc1 (stereo unspecified),98,101,96,0,87,98,-3,102
Nc1ccc(-n2c(N)c(C(=O)NCc3ccc4c(c3)OCO4)c3nc4ccccc4nc32)cc1,94,96,107,4,95,104,6,100
COc1ccc(CC(=O)NC(C)c2ccc3ccccc3c2)cc1 (stereo unspecified),103,101,108,2,103,109,0,103
Cc1ccc(S(=O)(=O)N2CCOCC2)cc1NC(=O)COC(=O)c1ccc(Cl)s1,103,100,102,4,85,104,8,100
CN(CC(=O)Nc1ncn[nH]1)S(=O)(=O)c1cc(Cl)ccc1Cl,72,108,93,3,102,97,8,99
O=C(Nc1cccc(O)c1)c1noc2c1CCc1ccccc1-2,118,96,92,1,99,98,2,96
COCCCNC(=O)CSc1nc2ccccc2c(=O)n1CCc1ccc(S(N)(=O)=O)cc1,100,100,100,0,105,99,10,101
CCOc1ccc(N(CC(=O)Nc2ccc(C)c(C)c2)S(=O)(=O)c2c(C)noc2C)cc1,102,99,105,0,90,111,38,105
COc1cc(-c2c(C#N)c(N)nc3c2CCCC3)ccc1O,99,100,108,2,100,105,9,105
CSc1nc(-c2ccccc2)nc(N)c1C(C)=O,98,97,97,3,101,95,-8,80
Cc1ccc(OCc2nnc(SCC(N)=O)n2N)cc1,100,96,108,0,94,111,0,100
Cc1cc(C)cc(CC2CC(=O)N(c3cc(C)on3)C2=O)c1 (stereo unspecified),86,95,76,2,85,95,0,94
COc1ccc(-c2nc3ccccc3n2Cc2ccc(C)cc2)cc1,102,94,86,1,90,102,3,100
CCC(C)CCCCNC1=NCCS1 (stereo unspecified),108,103,116,6,88,107,6,109
COc1ccc(NS(=O)(=O)c2cc(NC(=O)[C@@H](NC(=O)c3ccccc3)C(C)C)ccc2C)cc1,93,97,101,0,96,98,3,104
Cc1cccc(N/C(N)=N/c2nc(C)c(Cc3ccccc3)c(=O)[nH]2)c1,114,98,101,0,67,99,8,108
CC(C)C(=O)Nc1ccc(NC(=O)c2cccs2)cn1,104,104,102,1,113,106,8,108
c1ccc(-c2csc3ncnc(NCc4ccccn4)c23)cc1,120,93,98,1,88,100,19,107
O=C(C1COc2ccccc2O1)N1CCN(c2ccc(F)cc2)CC1 (stereo unspecified),102,95,91,0,121,107,27,91
c1cc(-c2noc(CC3CCCCC3)n2)ccn1,91,96,85,5,96,100,8,91
Cc1c(NC(=O)Nc2cccc(Cl)c2Cl)c(=O)n(-c2ccccc2)n1C,74,111,98,1,106,109,3,103
COC(=O)[C@]12C(=O)NC[C@H](CN1c1ccc(C(F)(F)F)cc1)N2C,122,97,101,2,99,102,0,103
CCOc1ccc(NC(=O)c2ccccc2OCC(=O)c2ccccc2)cc1,107,101,nt,0,97,104,3,102
Fc1ccccc1NC(=S)Nn1cnnc1,101,101,96,3,99,101,5,101
O=C(COc1ccccc1)Nc1nnc(-c2ccc(F)cc2)o1,113,102,101,0,104,101,-5,99
CCOC(=O)C1=C(C(F)(F)F)Nc2ncnn2C1c1ccc(OC)cc1OC (stereo unspecified),103,102,98,2,87,107,23,104
N/C(Cn1cncn1)=N\OC(=O)c1ccc(Cl)cc1Cl,85,99,99,3,118,94,-3,95
C=CCc1ccc(OCC(O)CN2CCN(Cc3ccccc3)CC2)c(OC)c1 (stereo unspecified),94,104,104,0,85,102,-14,99
CCN(C(=O)CSc1nnc(-c2ccccc2Cl)n1C1CCCC1)C1CCS(=O)(=O)C1 (stereo unspecified),94,104,104,5,101,102,2,102
COC(=O)C1=C(C)N(C)C(C)=C(C(=O)OC)C1c1ccccc1C,101,98,100,0,99,101,6,102
O=C(Oc1ccc(Br)cc1C(=S)N1CCOCC1)c1ccccc1,97,98,98,0,112,94,5,97
Cc1cccc(N(CC(O)CN(C)C)S(=O)(=O)c2ccccc2)c1 (stereo unspecified),87,92,85,2,105,90,2,89
CCOC(=O)Nc1ccc2c(c1)N(C(=O)CCN(C)C)c1ccccc1CC2,86,101,97,0,102,95,0,95
CC1Oc2cc3oc4c(O)c5c(cc4c(=O)c3c(O)c2C1(C)C)C=CC(C)(C)O5 (stereo unspecified),96,91,89,0,86,94,7,90
CC(C)CC(OC(=O)c1ccco1)C(=O)NC1CCCC1 (stereo unspecified),98,94,86,0,122,102,-1,96
COCCNC(=O)NC(=O)COC(=O)c1cc([N+](=O)[O-])ccc1Sc1nc(C)cs1,108,104,100,2,104,115,8,24
CC(C)CC(c1nnnn1CCc1ccccc1)N1CCN(C(=O)c2ccco2)CC1 (stereo unspecified),100,96,95,0,92,91,6,105
Cc1cc(OCC(=O)NCC(O)c2ccccc2)c2c(C)c(C)c(=O)oc2c1 (stereo unspecified),94,97,108,2,99,100,1,97
O=C(NCCCCNC(=O)c1ccccc1F)c1ccccc1F,92,97,97,1,101,101,12,92
Cc1cc(C)nc(SCc2ccc(C(=O)N/N=C/c3cccnc3)cc2)n1,100,102,96,0,127,100,-8,91
Cc1cc(C)c(NC2=NS(=O)(=O)c3ccccc32)c(C)c1,89,91,99,1,97,97,-6,97
COc1ccc(C(NC(=O)CC(C)C)c2c(O)ccc3ccccc23)cc1 (stereo unspecified),85,96,94,0,96,93,11,87
Cc1ccc2[nH]cc(CCNC(=O)c3cccnc3)c2c1,94,94,109,0,99,101,8,102
COc1cccc(/C=N/NC(=O)c2cccc(N3CCCC3=O)c2)c1,84,92,86,0,99,90,0,90
COc1ccc(CNc2ccccc2SC)cc1OC,105,96,95,3,90,106,-8,98
Cc1[nH]c2ccccc2c1C(=O)C(C)OC(=O)c1ccccc1NCCO (stereo unspecified),95,89,81,0,108,86,6,101
CC(OC(=O)c1ccccc1)C(=O)NCCC1=CCCCC1 (stereo unspecified),99,67,91,0,97,135,8,76
Cc1cccc(N(CC(=O)N2CCOCC2)S(C)(=O)=O)c1C,110,108,108,0,96,108,42,110
O=C(/C=C/c1c(Cl)cccc1Cl)NCCCn1ccnc1,113,98,101,1,90,103,-4,103
Cc1nnc(NC(=O)c2cc(S(=O)(=O)N(C)C)ccc2N2CCCC2)s1,86,92,84,3,133,95,1,89

(more compounds)
Compound,LAP4 TOR yeast,RPL19A TOR yeast,CIT2-GFP yeast,GRK2 aptamer HTS,CR mimetic SO,MEP2-GFP yeast,VLA-4 inh,AGP1-GFP MLPCN
COc1ccc(NS(=O)(=O)c2ccc(N/N=C/c3ccc(N4CCOCC4)cc3)c([N+](=O)[O-])c2)cc1,98,105,102,0,103,104,-6,100
CN(C)C=NC(=O)c1ccc(N2CCN(c3ncc(C(F)(F)F)cc3Cl)CC2)cc1,115,99,100,0,99,107,0,101
CSC1=NCCN1C(=O)c1c(-c2c(F)cccc2Cl)noc1C,109,101,100,2,100,103,1,101
COc1cccc(-n2c(SCc3cc(=O)oc4cc(O)c(O)cc34)nc3ccccc3c2=O)c1,91,93,88,6,79,95,17,93
Cn1c(=O)c(S(=O)(=O)C(C)(C)C)c(O)c2ccccc21,88,106,101,3,97,105,13,97
COC(=O)[C@@H]1CCCN1Cc1nc(Cc2ccccc2F)no1,101,103,102,2,102,102,4,107
CCC1CCCCN1C(=O)C1CC(c2cc(Cl)c(OC)cc2OC)=NO1 (stereo unspecified),96,99,94,2,107,102,10,96
CCC(=O)OCn1nnc2ccccc2c1=O,93,91,86,0,93,96,3,89
CN(C)c1cccc2c1c(NS(=O)(=O)c1cn(C)cn1)nn2C,101,97,92,1,109,96,0,98
CC(=O)C1=C(O)C(=O)N(c2ccc(Br)cc2)C1c1ccccc1[N+](=O)[O-] (stereo unspecified),92,91,86,2,90,92,10,84
C/C(=N/NC(=O)c1ccco1)c1cccnc1,97,103,97,0,91,100,4,100
Cc1nc2nc[nH]c2cc1Br,126,115,113,0,114,130,7,114
O=C(COC(=O)c1cc(-c2ccccn2)nc2ccccc12)Nc1ncc(C(F)(F)F)cc1Cl,94,99,96,2,121,100,6,96
O=C(N/N=C/C(Cl)=C/c1ccccc1)c1ccc2c(c1)OCO2,107,102,94,0,80,105,-8,104
Cc1nc(NC2CCCCC2)c2nnn(Cc3ccccc3Cl)c2n1,93,103,112,8,105,110,3,104
COc1ccc(OC)c(-c2cc(C(=O)Nc3cccc(Cl)c3)no2)c1,115,99,100,3,109,112,4,94
O=C(Cc1sc(-c2ccccc2Cl)nc1-c1ccccc1)Nc1ccccc1,88,82,93,0,94,81,11,nt
Cc1occc1-c1nnc(SCC(=O)Nc2nc(-c3ccccc3)cs2)o1,107,98,92,0,99,99,-1,97
Cc1ccnc2nc(C(=O)OCC(=O)NCCc3ccccc3)nn12,93,108,116,0,93,105,2,104
COc1ccc(OC)c(NC(=O)c2nc(-c3ccccc3)oc2C)c1,111,99,88,0,100,90,5,94
CCOC(=O)C1=C(C)N(C)C(C)=C(C(=O)OCC)C1c1ccsc1,95,92,110,1,90,97,-5,107
COc1ccc(NS(=O)(=O)/C=C/c2ccc(OC)c(OC)c2)cc1,93,88,90,3,111,99,13,93
COc1cccc2c(=O)n(CC(=O)N3CCCc4ccccc43)ccc12,94,86,88,1,72,90,25,88
COc1ccc(/C=C2\SC(=O)N(CCC(=O)N3CCCCC3CCO)C2=O)cc1 (stereo unspecified),111,101,104,0,85,106,4,107
CCOc1ccc(NC(=O)CN(C)C(=O)C2CC(=O)N(CCc3ccccc3)C2)cc1OCC (stereo unspecified),99,99,94,0,104,101,-10,99
